# MEX-5 binding: MEX-5 zinc finger RNA-binding disruptors – biochemical, C. elegans, fluorescence polarization, MLPCN library, primary screen. Zinc finger protein mex-5 (Caenorhabditis elegans), Q9XUB2. MEX-5/FITC-TCR2 RNA binding; hits give low values. activity score (negative = inhibition of binding), % at 10 µM. 300,000 tested, 0.38% active. AID 1832, 2009;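 active means inhibition past about -25% in most replicates, and total fluorescence under double the plate's negative control median, limit read from the data; inconclusive means replicates evenly split on the limit, or fluorescence at least double controls; inactive means too little inhibition in most replicates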;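 further: 0% = DMSO and -100% = 5 µM competing unlabeled TCR2 RNA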
# Yeast superoxide: reduction of superoxide in aged yeast, primary screen, HTS | S. cerevisiae aged cells, superoxide DHE fluorescence; hits give low values | superoxide response (% of plate mean), % at 10 µM | 330,000 tested, 0.18% active | AID 2690, 2010;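 active means superoxide response under a set limit, about three screen SD below normal, cut at about 65% in these data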;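 further: yeast aged for seven days with compound at 30 °C before DHE staining; 100% = average MFI of all compound-treated wells on the plate with controls excluded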
# Bcl-xL primary: inhibitors of human Bcl-xL, primary screen, biochemical, fluorescence polarization, HTS; 320,000 tested, 0.7% active; inhibition, % at 10.9 µM; AID 2129, 2009; Bcl-2-like protein 1 (Homo sapiens), Q07817; GST-Bcl-xL / FITC-Bim BH3 peptide fluorescence polarization;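 active means inhibition above the mean of all tested compounds plus 3 SD, cutoff set per campaign, cut at about 30% in these data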;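 further: 0% = DMSO wells and 100% = unlabeled Bim-BH3 peptide competitor; inhibitors lower millipolarization by displacing the labeled peptide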
# Target sequence (Q07817 whole entry, looked up): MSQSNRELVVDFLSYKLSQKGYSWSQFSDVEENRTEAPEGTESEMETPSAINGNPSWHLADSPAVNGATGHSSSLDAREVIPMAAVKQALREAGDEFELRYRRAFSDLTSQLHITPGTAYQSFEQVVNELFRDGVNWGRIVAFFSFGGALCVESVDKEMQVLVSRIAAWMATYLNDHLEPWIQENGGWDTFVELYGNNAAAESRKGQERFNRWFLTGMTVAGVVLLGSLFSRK
# MCL1 BIM primary: inhibitors of MCL1 binding to BIM-BH3, primary screen, biochemical, fluorescence polarization | Induced myeloid leukemia cell differentiation protein Mcl-1 (Homo sapiens), Q07820 | 320,000 tested, 0.68% active | inhibition, % at 10.9 µM | AID 2057, 2009 | GST-MCL1 / FITC-Bim-BH3 fluorescence polarization;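 active means inhibition above the mean inhibition of all tested compounds plus 3 SD, set per campaign, cut at about 40% in these data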;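 further: 0% = DMSO wells and 100% = unlabeled Bim-BH3 peptide control; higher means more loss of mP so more displacement of Bim peptide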
# CIT2 TOR yeast: modulators of CIT2-GFP expression in yeast, primary screen, S. cerevisiae, GFP fusion, multiplex flow cytometry, MLPCN library. S. cerevisiae CIT2-GFP strain, 3 h; 100 means same as DMSO wells. GFP response vs DMSO, % at 10 µM. 320,000 tested, 0.065% active;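 active means GFP response relative to DMSO above a set limit, near the screen mean plus 3 SD, cut at about 150% in these data; inconclusive means Fewer than 70 cells measured for a yeast strain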;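 further: ratio of well median GFP fluorescence to mean of DMSO wells on the plate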
# AGP1-GFP MLPCN: modulators of AGP1-GFP expression in yeast TOR pathway, primary screen, cell-based, multiplex flow cytometry, S. cerevisiae, MLPCN library. 3 h; GFP as percent of DMSO wells. GFP response vs DMSO, % at 10 µM. AID 2066, 2009. 320,000 tested, 0.02% active;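 active means GFP response relative to DMSO above a set limit, near screen average plus 3 SD, cut at about 150% in these data; inconclusive means fewer than 70 cells counted for the yeast strain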;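 further: median GFP channel fluorescence of the gated AGP1 strain per well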
# GLD-1 RNA inh: GLD-1/TGE RNA complex disruptors, primary screen, biochemical, fluorescence polarization; inhibition, % at 5.96 µM; Female germline-specific tumor suppressor gld-1 (Caenorhabditis elegans), Q17339; 320,000 tested, 0.44% active; purified GLD-1 + fluorescein TGE RNA; AID 2280, 2010;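 active means percent inhibition above a per-plate cutoff, the plate mean of test compounds plus 3 SD, cut at about 30% in these data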;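 further: 0% = DMSO wells with GLD-1 and probe and 100% = wells lacking GLD-1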
# Target sequence (Q17339 whole entry, looked up): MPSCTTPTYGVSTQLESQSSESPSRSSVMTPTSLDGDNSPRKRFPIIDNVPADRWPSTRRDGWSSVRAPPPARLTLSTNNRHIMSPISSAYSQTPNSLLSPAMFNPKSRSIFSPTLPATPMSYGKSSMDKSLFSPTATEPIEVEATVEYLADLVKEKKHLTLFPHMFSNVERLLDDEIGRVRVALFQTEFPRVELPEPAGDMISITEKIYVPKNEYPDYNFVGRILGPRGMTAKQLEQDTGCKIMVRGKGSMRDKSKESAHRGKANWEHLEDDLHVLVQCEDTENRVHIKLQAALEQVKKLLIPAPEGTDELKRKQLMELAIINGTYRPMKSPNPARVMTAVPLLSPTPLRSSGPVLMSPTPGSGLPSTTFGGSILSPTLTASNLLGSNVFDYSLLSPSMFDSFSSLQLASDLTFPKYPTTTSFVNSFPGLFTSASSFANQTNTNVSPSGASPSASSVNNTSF
# GRK2 aptamer HTS: compounds blocking aptamer binding on GRK2 – biochemical, human GRK2, bead flow cytometry, HTS, primary screen. FAM-aptamer displacement from GRK2. Beta-adrenergic receptor kinase 1 (Homo sapiens), P25098. inhibition of aptamer binding, % at 10 µM. AID 488847, 2010. 330,000 tested, 0.59% active;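 active means inhibition of aptamer binding above 40%, roughly 3 SD of noise, on plates passing a quality check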;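 further: median bead fluorescence of bound FAM aptamer so fluorescent compounds give negative values; no value below 0 was filed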
# VLA-4 inh: inhibition in human VLA-4 binding assay, primary screen, VLA-4 allosteric modulator project, MLPCN library, flow cytometry, VLA-4 expressing cells | inhibition, % (about 7 µM as worked out from the volumes in the protocol) | ligand binding flow cytometry | 330,000 tested, 0.2% active | Integrin alpha-4 (Homo sapiens), P13612; in the data active means inhibition above about 50%
# Numbers without * were called inactive; ? = inconclusive; / = not tested or not shown; [ ] = dose if it differs, or a comment. This is a subset, so the mix of outcomes need not match the whole.
SMILES,MEX-5 binding,Yeast superoxide,Bcl-xL primary,MCL1 BIM primary,CIT2 TOR yeast,AGP1-GFP MLPCN,GLD-1 RNA inh,GRK2 aptamer HTS,VLA-4 inh
CCOC(=O)C1(c2ccccc2)CCN(CCC(=O)Nc2ccccc2OC)CC1,-1.3,100,0,2,98,95,-1,0,1
O=c1c2ccccc2nc(/C=C/c2ccc(O)cc2)n1-c1ccccc1O,5.6,93,-3,-6,96,97,-12,0,2
CC/C(=N\Nc1cccc2ccccc12)c1c(O)[nH]c(=O)[nH]c1=O,1.0,90,9,4,103,95,2,0,10
c1ccc(CCN2CCC3(CC2)OCCO3)cc1,-0.7,96,0,3,102,101,-1,4,-1
Cc1cc(OC(C)C(=O)NCC(O)c2ccccc2)c2c3c(c(=O)oc2c1)CCCC3 (stereo not given),-2.5,103,1,-7,94,95,-1,1,7
CCOc1ccc(N2C(=O)NC(=O)/C(=C\c3ccc(N4CCOCC4)cc3C)C2=O)cc1,1.1,107,3,-6,103,103,-10,3,10
COC(=O)C1=C(c2cc3ccccc3s2)C[C@@H]2CC[C@H]1N2C(=O)NCc1ccccc1,2.7,100,-2,2,86,87,7,0,-3
O=C(c1ccccc1)c1ccc(N=Nc2c(O)[nH]c(=O)[nH]c2=O)cc1,-9.4,101,1,3,?,12[may fluoresce violet],-4,0,-18
O=c1[nH]c(=S)n(Cc2ccc(F)cc2)c(O)c1/C=N/N1CCCCCC1,-4.1,72,3,5,97,97,-2,0,0
O=C1NC(=O)C(=Cc2ccc(SC3CCCCC3)o2)C(=O)N1,-8.4,103,16,26,53,52,0,4,-11
O=C(c1ccc2c(c1)ncn2C1CCCCCC1)N1CCC2(CC1)OCCO2,2.1,103,7,7,93,98,6,0,-5
Cn1c(O)c(C=NC2CC3CCC2(C)C3(C)C)c(=O)[nH]c1=O (stereo not given),1.7,95,5,-1,111,103,1,2,-1
CSc1ccc(C(=O)C2CCCN(Cc3ccn[nH]3)C2)cc1 (stereo not given),4.9,98,11,8,94,103,5,0,20
O=C(Cc1ccccc1)N1CCN(Cc2ccc([N+](=O)[O-])cc2)CC1,0.2,96,-7,7,106,106,-7,1,19
CN1C2CCC1CC(OC(=O)c1ccc(Cl)cc1)(C(=O)O)C2 (stereo not given),-5.4,114,-1,-1,94,90,2,0,0
Cc1c(C(=O)O)cccc1-n1c(C)cc(/C=C2\C(=O)NC(=O)N(c3ccc4c(c3)OCO4)C2=O)c1C,-8.8,104,2,3,/,96,-12,75*,0
CN(C)c1nc(-c2ccccc2)[n+](C)s1,1.9,84,-13,-4,95,97,-5,0,-6
Cc1cc(=O)oc2c(C)c(OCC(=O)N3C[C@H]4C[C@@H](C3)c3cccc(=O)n3C4)ccc12,3.3,107,6,7,103,107,7,0,17
CC1(C)Cc2c(C#N)c(N3CCNCC3)nc(-c3ccco3)c2CS1,-1.4,98,2,2,100,100,-2,0,7
CCN(CC)CCN=Cc1c(O)n(Cc2ccco2)c(=O)[nH]c1=O,/,107,0,-1,93,97,3,2,11
Oc1ccccc1/C=N/NP(=S)(c1ccccc1)c1ccccc1,2.6,105,2,0,97,98,2,0,0
CCOc1cc2c(cc1OCC)-n1cccc1C(c1ccc(F)cc1)NC2 (stereo not given),1.4,104,4,-1,106,101,7,2,13
Cc1ccccc1N1C(=O)NC(=O)/C(=C\c2cc(C)n(C)c2C)C1=O,-6.0,113,3,1,94,98,2,2,3
COC(=O)C1=C(c2cccc(C#N)c2)C[C@@H]2CC[C@H]1N2C(=O)N1CCOCC1,/,128,3,5,103,96,-7,5,0
CCN1C[C@]2(COC)CC[C@H](O)[C@]34C1[C@](O)([C@@H](OC)[C@H]23)[C@@]1(O)C[C@H](OC)[C@H]2C[C@@H]4[C@@H]1[C@H]2OC,/,99,12,8,88,97,-1,0,4
CC(C)(C)c1cc(OC(=O)Cc2ccccc2)ccc1O,-1.2,104,0,-1,104,99,-3,4,4
O=C1/C(=C/c2ccc([N+](=O)[O-])cc2)N2CCC1CC2,1.9,101,6,9,101,104,5,2,9
C=CCn1c(O)c(C(CC)=NCc2ccc3c(c2)OCO3)c(=O)[nH]c1=O,0.7,91,3,8,91,103,2,9,1
CCOC(=O)C(O)(c1ccc(NC(=S)NC(=O)c2ccc(Cl)cc2Cl)cc1)C(F)(F)F (stereo not given),0.1,95,4,12,102,97,7,1,0
C[C@]12CCC3C(CC[C@H]4CC(=O)CC[C@]34C)C1CCC2=O (stereo not given in full),/,71,/,/,78,88,2,4,3
COC(=O)C1=C(c2ccc(OC)c(OC)c2)C[C@@H]2CC[C@H]1N2C(=O)N1CCCC1,/,102,2,-4,105,97,-5,0,0
CCN(CC)S(=O)(=O)c1ccc(N=Cc2c(O)n(-c3ccccc3)c(=O)[nH]c2=O)cc1,-0.6,89,-13,-11,89,86,-22,5,7
CCOc1cc2c(cc1OCC)-n1cccc1C(c1ccc(OC)cc1)NC2 (stereo not given),0.6,97,-3,-10,115,112,5,3,32
CC1(C)CC(=O)c2cc(OCC(=O)N3CCN(Cc4ccccc4)CC3)ccc2O1,0.6,111,2,2,102,102,-5,2,4
Fc1ccc(C(OCCN2CCN(CCCc3ccccc3)CC2)c2ccc(F)cc2)cc1,-3.9,97,8,12,87,88,4,0,35
Cc1ccc(-c2cc(C(=O)N3CCC4(CC3)OCCO4)no2)cc1,1.2,90,-2,0,101,109,6,0,3

# Reformatted as tab-separated lines: entries from further up
compound	MEX-5 binding	Yeast superoxide	Bcl-xL primary	MCL1 BIM primary	CIT2 TOR yeast	AGP1-GFP MLPCN	GLD-1 RNA inh	GRK2 aptamer HTS	VLA-4 inh
Cn1c(O)c(C=NC2CC3CCC2(C)C3(C)C)c(=O)[nH]c1=O (stereo not given)	1.7	95	5	-1	111	103	1	2	-1
CSc1ccc(C(=O)C2CCCN(Cc3ccn[nH]3)C2)cc1 (stereo not given)	4.9	98	11	8	94	103	5	0	20
O=C(Cc1ccccc1)N1CCN(Cc2ccc([N+](=O)[O-])cc2)CC1	0.2	96	-7	7	106	106	-7	1	19
CN1C2CCC1CC(OC(=O)c1ccc(Cl)cc1)(C(=O)O)C2 (stereo not given)	-5.4	114	-1	-1	94	90	2	0	0

# Continued.
SMILES,MEX-5 binding,Yeast superoxide,Bcl-xL primary,MCL1 BIM primary,CIT2 TOR yeast,AGP1-GFP MLPCN,GLD-1 RNA inh,GRK2 aptamer HTS,VLA-4 inh
Nc1ccc(C2(c3ccc(N)cc3)CCCCC2)cc1,/,120,3,-7,97,102,5,1,3
COc1ccc(OC)c(NP(=O)(Oc2ccc(Cl)cc2)Oc2ccc(Cl)cc2)c1,-1.0,96,8,5,?,14[may fluoresce violet],-1,0,7
CC1OC(C[N+](C)(C)C)CC1O (stereo not given),/,100,4,-7,83,88,3,2,17
COC(=O)C1=C(c2cc3ccccc3s2)C[C@@H]2CC[C@H]1N2C(=O)NC1CC1,3.2,96,5,4,103,108,3,0,12
C[C@H]1CC[C@@H]2[C@@H](C)[C@H]3[C@H](C[C@H]4[C@@H]5CC=C6C[C@@H](O[C@@H]7O[C@H](CO)[C@H](O)[C@H](O[C@@H]8O[C@H](CO)[C@@H](O)[C@H](O)[C@H]8O)[C@H]7O[C@@H]7O[C@@H](C)[C@H](O)[C@@H](O)[C@H]7O)CC[C@]6(C)[C@H]5CC[C@]34C)N2C1,3.5,95,6,2,96,98,-23,2,-8
CCN(C(=O)COC(=O)c1cc(C)n(C2CC2)c1C)c1ccccc1,/,111,-6,-7,91,97,2,5,0
O=C(Nc1ccc(F)cc1)N1CC2CC(C1)c1cccc(=O)n1C2 (stereo not given),3.3,108,-4,-2,90,88,-1,0,9
CC(C)Oc1ccc(CCN)cc1Cl,-1.4,89,8,7,112,100,2,0,-8
CCN1CCN(Cc2cccnc2)CC1,-1.8,102,4,9,93,98,7,0,-14
O=c1cc(CN2CCNCC2)nc2sccn12,1.4,109,0,-2,101,105,-3,4,10
O=C(c1c[nH]c2ccc(S(=O)(=O)N3CCC4(CC3)OCCO4)cc2c1=O)N1CCC2(CC1)OCCO2,1.2,102,9,-3,102,106,2,3,16
COc1ccc(-n2c(C)nc3ccccc3c2=O)c([N+](=O)[O-])c1,-3.6,109,2,-10,98,101,0,0,19
Cc1cccc(C(=O)Nc2ccc3c(c2)CC2(C(=O)N(C)C(=O)N(C)C2=O)C2CCCN32)c1 (stereo not given),4.1,105,2,-2,97,102,-4,0,6
NC(=O)OCCSc1nnc(-c2cccc(C(N)=S)c2)o1,-1.1,98,11,9,96,100,7,1,2
Cc1ccc(CNCCc2ccc(F)cc2)s1,0.9,113,4,-4,113,108,-6,0,15
CC1CCN(C(=O)COC(=O)c2cn(C)c3ccccc23)CC1,/,91,-1,-7,95,94,-2,0,-20
COC(=O)CN1C(=O)CN=C(c2ccccc2Cl)c2cc(Br)ccc21,0.8,104,2,4,/,/,5,2,2
CCn1c(O)c(C=NCc2cccs2)c(=O)[nH]c1=O,1.1,100,7,7,90,94,6,2,12
CCOc1ccc(C2(C#N)CC[N+](C)(C)CC2)cc1,-1.2,92,-2,-2,99,99,8,0,10
Cc1ccc(O)c(CN2CCN(c3ccccc3)CC2)c1,-2.2,97,-9,-1,104,107,5,1,-12
Cc1cccc(-n2c(C)nc3cc(C(=O)N4CCC5(CC4)OCCO5)ccc32)c1,0.5,95,4,6,103,107,9,0,-2
CN1C(=O)C(=Cc2ccccc2OCc2ccc(Cl)cc2)C(=O)N(C)C1=O,-0.2,85,-2,0,87,96,-7,2,-5

# Screening results deposited in PubChem by several laboratories.
